Compound activity (PubChem)
Neddyl block = inhibitors of cullin neddylation, primary screen, biochemical, TR-FRET, uHTS, NAE and Ubc12 | calls only at 25 µM | NEDD8-conjugating enzyme Ubc12 (Homo sapiens) + NEDD8-activating enzyme E1 regulatory … | AID 651699, 2012 | actives 0.58% (n = 360,000); in the data active means inhibition above about 36%
SUMO1 PPI mod = modulators of SUMO1 protein-protein interactions, primary screen, biochemical, uHTS | AID 602429, 2012 | SUMO1 binding to a labelled peptide, TR-FRET, 1 h | inhibition, % at 20 µM | actives 0.33% (n = 360,000); in the data active means inhibition above about 37%
Target sequence (P63165 whole entry, looked up): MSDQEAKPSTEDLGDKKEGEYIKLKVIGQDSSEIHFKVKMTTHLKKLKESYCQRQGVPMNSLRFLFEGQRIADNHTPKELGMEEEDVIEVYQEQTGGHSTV
Scp1 inh = Scp-1 phosphatase inhibitors, primary screen, biochemical, colorimetric, uHTS; Carboxy-terminal domain RNA polymerase II polypeptide A small phosphatase 1 (Homo …; Recombinant Scp1, phosphopeptide, malachite green phosphate absorbance; inhibition, % at 20 µM; actives 0.88% (n = 340,000); AID 493091, 2011;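 active means inhibition above about 50% at 20 µM, limit read from the data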;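 further: plate controls were DMSO wells with enzyme for no effect and wells lacking enzyme for full effect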
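Test system: SCP-1 phosphatase catalytic domain, residues 76-261; measured by: colorimetric phosphate reagent with accelerator and stabiliser, absorbance at 630 nm; timing: enzyme reaction 45 min at room temperature, colour 5 min, stabilisation 30 min; also added: Phosphorylated 17-residue peptide substrate; compound dosing: one concentration, 20 µM, with 1.0% DMSO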
LMPTP inh = LMPTP phosphatase inhibitors, primary screen, biochemical, fluorescence intensity, uHTS. inhibition, % at 20 µM. Low molecular weight phosphotyrosine protein phosphatase (Homo sapiens), P24666. AID 651560, 2012. actives 0.22% (n = 360,000). recombinant LMPTP-A, OMFP fluorogenic substrate;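 active means compounds that cut the enzyme signal by at least half of the control window in the single-dose screen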;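 further: plate controls were DMSO wells with enzyme plus substrate for no effect and substrate without enzyme for full effect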
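Assay system: LMPTP-A, protein tyrosine phosphatase of low molecular weight / Medium: pH 6.0 Bis-Tris buffer with DTT and Triton X-100 / Schedule: 50 min enzyme reaction at room temperature, protected from light / Measured by: endpoint fluorescence intensity from OMFP dephosphorylation / Read-out basis: % inhibition relative to no-enzyme and uninhibited control wells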
DNMT1 inh = human DNMT1 methyltransferase inhibitors, primary screen, biochemical, molecular beacon, fluorescence, HinP1I cleavage, uHTS. DNA (cytosine-5)-methyltransferase 1 (Homo sapiens), P26358. inhibition (reported as % activation of signal), % at 10 µM. actives 0.83% (n = 360,000); in the data active means inhibition above about 50%
Rin1 Abl inh = inhibitors of Rin1-Abl protein binding, primary screen, biochemical, TR-FRET; Tyrosine-protein kinase ABL1 (Homo sapiens) + Ras and Rab interactor 1 (Homo sapiens), …; actives 0.4% (n = 360,000); inhibition, % at 7.35 µM; in the data active means inhibition above about 5%, passing the limit was not always enough
Rpn11 block = Rpn11 (PSMD14) deubiquitinase inhibitors, primary screen, biochemical, fluorescence polarization, uHTS. human 26S proteasome, Ub4-pepOG fluorescence polarization; 20S core pre-blocked with epoxomicin. calls only at 20 µM. actives 0.59% (n = 360,000). AID 588493, 2011;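 active means inhibition at 20 µM, scaled to each plate's controls, above about 33%, limit read from the data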
Target sequence (O00487 whole entry, looked up): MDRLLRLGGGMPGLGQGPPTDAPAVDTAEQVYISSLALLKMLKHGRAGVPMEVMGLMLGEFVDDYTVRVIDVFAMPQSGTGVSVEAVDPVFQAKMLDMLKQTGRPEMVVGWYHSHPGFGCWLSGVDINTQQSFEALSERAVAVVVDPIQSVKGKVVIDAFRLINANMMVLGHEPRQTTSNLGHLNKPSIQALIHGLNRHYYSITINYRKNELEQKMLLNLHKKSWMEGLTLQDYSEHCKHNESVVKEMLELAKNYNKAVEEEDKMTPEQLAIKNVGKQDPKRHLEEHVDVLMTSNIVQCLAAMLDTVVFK
CSN deneddyl inh = inhibitors of CSN-mediated cullin deneddylation, primary screen, biochemical, fluorescence polarization, uHTS. Purified CSN, SCF-Nedd8-OG deneddylation. inhibition, % at 12.5 µM. actives 0.38% (n = 360,000). AID 651999, 2013;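 active means pattern-corrected inhibition above about 35%, with an unprinted fluorescence ratio check between 0.5 and 1.5, limit read from the data, passing the limit was not always enough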;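 further: 0% = enzyme with substrate and 100% = substrate without enzyme; some results filed as inactive read as strong as hits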
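Test system: Human Csn5 produced in HEK293T cells | Compound: 12.5 µM single point | Times: 90 min, room temperature | Signal: Fluorescence polarization readout | Read-out basis: % inhibition of substrate cleavage by Csn5 | Controls: no-enzyme wells high, enzyme-with-substrate wells low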
NadD block = inhibitors of S. aureus NadD, primary screen, biochemical, colorimetric, uHTS; inhibition, % at 20 µM; actives 0.78% (n = 360,000); purified NadD enzyme, colorimetric absorbance read-out; Nicotinate-nucleotide adenylyltransferase NadD (Staphylococcus aureus N315); in the data active means inhibition above about 26%; further: some compounds past the cut are filed as inactive
STEP inh = STEP phosphatase inhibitors, primary screen, biochemical, fluorescence intensity, uHTS; inhibition, % at 20 µM; recombinant STEP, OMFP fluorogenic substrate; actives 0.25% (n = 360,000); AID 588621, 2011; Tyrosine-protein phosphatase non-receptor type 5 (Homo sapiens), P54829;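 active means inhibition at 20 µM, scaled per plate between control wells, above about 37%, limit read from the data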;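 further: 0% = DMSO with enzyme and substrate and 100% = substrate only without enzyme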
Target sequence (P54829 whole entry, looked up): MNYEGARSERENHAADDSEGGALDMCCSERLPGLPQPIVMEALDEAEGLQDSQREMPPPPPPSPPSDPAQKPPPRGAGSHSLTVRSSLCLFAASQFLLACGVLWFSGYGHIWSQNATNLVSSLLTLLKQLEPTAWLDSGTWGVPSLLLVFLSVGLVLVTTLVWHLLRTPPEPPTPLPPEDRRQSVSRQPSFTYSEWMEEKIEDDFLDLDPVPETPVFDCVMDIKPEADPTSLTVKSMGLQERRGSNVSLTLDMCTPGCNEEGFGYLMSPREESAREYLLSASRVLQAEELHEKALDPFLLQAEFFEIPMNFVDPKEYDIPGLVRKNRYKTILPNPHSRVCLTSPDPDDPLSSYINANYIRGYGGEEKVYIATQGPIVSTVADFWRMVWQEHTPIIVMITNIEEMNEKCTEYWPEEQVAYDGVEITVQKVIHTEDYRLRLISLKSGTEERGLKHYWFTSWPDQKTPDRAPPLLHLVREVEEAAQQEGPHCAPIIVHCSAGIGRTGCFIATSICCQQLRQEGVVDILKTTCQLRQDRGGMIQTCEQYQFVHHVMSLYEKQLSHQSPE
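medium = Bis-Tris buffer pH 6.0, 2.5 mM DTT, 0.005% Tween 20 | test system = STEP (striatal-enriched tyrosine phosphatase) enzyme, cell-free | measure = normalized % inhibition | compound dosing = 20 µM, 1% DMSO | also added = 25 µM OMFP | schedule = reaction 20 min, ambient temperature | measured by = fluorescence read at 480 nm ex / 540 nm em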
* marks the source's active call; other numbers are inactive results; i = inactive; . = no result given; + = active, no number. An unsorted share of the library; overall some 3.8% were active at least once.

[1] CCc1ccc(CN(C)C(=O)CCc2nnc(CCc3ccccc3OC)o2)nc1
[2] CCOC(=O)/C=C1\SCC(=O)N1CC(=O)Nc1cc(S(=O)(=O)N(C)C)ccc1C
[3] CC(NC(=O)COC(=O)c1cccnc1Cl)C12CC3CC(CC(C3)C1)C2 (stereo not given)
[4] CC1CC1C(=O)N1CCN(S(=O)(=O)c2cc(C(F)(F)F)cc(C(F)(F)F)c2)CC1 (stereo not given)
[5] Cn1c(=O)c2c(nc(NCCCO)n2C/C=C/c2ccccc2)n(C)c1=O
[6] Cn1c(SCC(=O)Nc2ccc(C(=O)O)cc2)nc2scc(-c3ccccc3Cl)c2c1=O
[7] COc1ccc(-n2cc(CNCCCN3CCCC3=O)c(-c3ccccc3Cl)n2)cc1
[8] O=C(/C=C/Nc1cccc(F)c1)c1ccco1
[9] COc1ccc(C(=O)C(CO)Oc2ccccc2OC)cc1OC (stereo not given)
[10] CCOc1ccccc1OCCCC(=O)NC1CCCc2ccccc21 (stereo not given)

Screen / compound no.	1	2	3	4	5	6	7	8	9	10
Neddyl block	i	i	i	i	i	i	i	i	i	i
SUMO1 PPI mod	-3	-3	0	5	7	28	-3	-17	2	-1
Scp1 inh	-3	-15	4	-5	-10	-7	-2	-4	0	-10
LMPTP inh	-0.1	-0.7	1.1	-1.4	-2.0	2.3	-2.0	-0.2	-0.3	-1.1
DNMT1 inh	2	10	2	1	-2	7	1	-2	-3	-1
Rin1 Abl inh	-1	5	3	3	-2	-1	-1	1	2	5
Rpn11 block	i	i	i	i	i	i	i	i	i	i
CSN deneddyl inh	9	-1	-2	2	3	0	4	2	1	-3
NadD block	-3	-3	1	-3	1	6	-3	-2	1	-5
STEP inh	0	3	0	3	0	3	3	4	-1	1

[11] COc1cc2nc(N(CCN(C)C)C(=O)c3ccc4ccccc4c3)sc2cc1OC
[12] Cc1cc(-c2nnc3n2N=C(c2ccccc2)CS3)n[nH]1
[13] COC(=O)c1sccc1-n1cccc1C(=O)C(=O)N1CCCC1
[14] CC(C)Sc1nc2ccccc2[nH]1
[15] COc1ccc(S(=O)(=O)N2CCC(C(=O)NCCC(=O)NC3CC3)CC2)cc1
[16] O=C(c1ccc(Cl)cc1Cl)c1ncc(C(F)(F)F)cc1Cl
[17] CC(C(=O)Nc1ccc2[nH]c(=O)[nH]c2c1)N1CCN(Cc2ccc3c(c2)OCO3)CC1 (stereo not given)
[18] COc1ccc(-c2nnc(SCC(=O)Nc3nncs3)o2)cc1
[19] CCOC(=O)N1CCN(S(=O)(=O)Cc2ccccc2)CC1
[20] CCOc1cc(/C=N/NC(=O)CN2CCOCC2)ccc1OCc1ccc(Cl)cc1

Screen / compound no.	11	12	13	14	15	16	17	18	19	20
Neddyl block	i	i	i	i	i	i	i	i	i	i
SUMO1 PPI mod	-15	-2	2	4	2	-4	9	2	3	-11
Scp1 inh	3	7	-7	-1	0	-9	-10	0	-1	-13
LMPTP inh	-0.7	-0.2	-2.2	1.1	0.8	2.5	-0.5	-1.6	-1.2	-0.7
DNMT1 inh	-2	3	2	0	1	8	0	1	5	-2
Rin1 Abl inh	-7	0	0	-1	1	-1	2	2	-3	4
Rpn11 block	i	i	i	i	i	i	i	i	i	i
CSN deneddyl inh	3	1	-1	-9	-1	4	0	-2	3	6
NadD block	2	-3	3	1	-4	-2	-1	-7	1	-8
STEP inh	2	1	-2	1	-3	-2	2	-2	4	0

The last 4 records of the section before are carried over, then new ones follow:
[17] CC(C(=O)Nc1ccc2[nH]c(=O)[nH]c2c1)N1CCN(Cc2ccc3c(c2)OCO3)CC1 (stereo not given)
[18] COc1ccc(-c2nnc(SCC(=O)Nc3nncs3)o2)cc1
[19] CCOC(=O)N1CCN(S(=O)(=O)Cc2ccccc2)CC1
[20] CCOc1cc(/C=N/NC(=O)CN2CCOCC2)ccc1OCc1ccc(Cl)cc1
[21] C=CCn1c(C)c(C(=O)OCC)c2cc(O)c3ccccc3c21
[22] CC1CCN(S(=O)(=O)c2cccc(C(=O)Nc3nncs3)c2)CC1
[23] Cc1ccc(CCN2CC(C(=O)NCc3ccc4c(c3)OCO4)CC2=O)cc1 (stereo not given)
[24] COC(=O)C(Cc1ccc(OC(=O)c2ccc(Cl)cc2)cc1)N1Cc2ccccc2C1=O (stereo not given)
[25] COc1ccc(S(=O)(=O)N2CCOC2CNC(=O)C(=O)NCCc2c[nH]c3ccccc23)cc1 (stereo not given)
[26] O=Cc1c(F)cccc1N1CCCC1
[27] NC(=O)N/N=C/c1cn(-c2ccccc2)nc1-c1cccs1
[28] CCOc1ccccc1N1CC(C(=O)NNC(=O)c2ccc(F)cc2)CC1=O (stereo not given)
[29] O=C(Nc1ccc2oc(-c3ccccc3)nc2c1)c1cccs1
[30] CC(C)c1ccc(C(=O)N2CCCC(c3cc(C(=O)Nc4ccccc4Cl)no3)C2)cc1 (stereo not given)

Screen / compound no.	17	18	19	20	21	22	23	24	25	26	27	28	29	30
Neddyl block	i	i	i	i	i	i	i	i	i	i	i	i	.	i
SUMO1 PPI mod	9	2	3	-11	6	6	-1	-5	1	0	-3	-2	2	3
Scp1 inh	-10	0	-1	-13	-13	-5	-6	-7	-3	2	-9	-1	-9	.
LMPTP inh	-0.5	-1.6	-1.2	-0.7	-0.9	-0.8	-0.7	6.0	0.4	-0.2	1.3	-0.8	2.9	5.1
DNMT1 inh	0	1	5	-2	4	2	2	-8	-22	-2	-6	1	1	-4
Rin1 Abl inh	2	2	-3	4	-1	0	-5	2	0	0	-7	-1	-1	-10
Rpn11 block	i	i	i	i	i	i	i	i	i	i	i	i	i	i
CSN deneddyl inh	0	-2	3	6	6	-5	0	2	-1	-11	3	+	3	-3
NadD block	-1	-7	1	-8	-4	-3	-1	-3	1	-5	-3	-4	-7	-3
STEP inh	2	-2	4	0	-3	-4	1	2	-1	-1	-1	0	0	1

Part of the list above in order of SMILES length, falling.
[30] CC(C)c1ccc(C(=O)N2CCCC(c3cc(C(=O)Nc4ccccc4Cl)no3)C2)cc1 (stereo not given)
[28] CCOc1ccccc1N1CC(C(=O)NNC(=O)c2ccc(F)cc2)CC1=O (stereo not given)
[22] CC1CCN(S(=O)(=O)c2cccc(C(=O)Nc3nncs3)c2)CC1
[27] NC(=O)N/N=C/c1cn(-c2ccccc2)nc1-c1cccs1

Screen / compound no.	30	28	22	27
Neddyl block	i	i	i	i
SUMO1 PPI mod	3	-2	6	-3
Scp1 inh	.	-1	-5	-9
LMPTP inh	5.1	-0.8	-0.8	1.3
DNMT1 inh	-4	1	2	-6
Rin1 Abl inh	-10	-1	0	-7
Rpn11 block	i	i	i	i
CSN deneddyl inh	-3	+	-5	3
NadD block	-3	-4	-3	-3
STEP inh	1	0	-4	-1

Following part:
[31] Clc1ccc(SCNc2ccccc2Cl)cc1
[32] O=C(CCl)N1c2ccccc2Sc2ccc3ccccc3c21
[33] CCS(=O)(=O)Nc1ccc2[nH]c(=O)[nH]c2c1
[34] CS(=O)(=O)N1CCC(Oc2cccc(C(=O)NCCCOc3cccnc3)c2)CC1
[35] Cc1ccc(NC(=O)CSc2nc(=O)n(CCCN3CCOCC3)c3c2CCCC3)c(C)c1
[36] CCCS(=O)(=O)N1CCN(Cc2ccccc2C(F)(F)F)CC1
[37] O=C(O)C1CCN(C(=O)c2ccc(Cl)cc2)CC1
[38] COc1ccc(-c2nc(C#N)c(N3CC(C)OC(C)C3)o2)cc1OC (stereo not given)
[39] Cc1ccc(-c2nc(=S)c3c(n2CC2CCCO2)CC(C)(C)OC3)cc1 (stereo not given)
[40] COc1ccc(N2C(=O)CC(Nc3ccc(F)cc3)C2=O)c([N+](=O)[O-])c1 (stereo not given)

Screen / compound no.	31	32	33	34	35	36	37	38	39	40
Neddyl block	i	i	i	i	i	i	i	i	i	i
SUMO1 PPI mod	-4	-11	1	1	4	2	4	7	-2	-18
Scp1 inh	5	.	-3	-12	-4	-12	-13	3	-2	-6
LMPTP inh	0.7	-0.3	0.1	-1.6	0.5	-2.6	-2.1	-1.9	-0.7	0.2
DNMT1 inh	0	44	1	1	-2	8	0	1	0	0
Rin1 Abl inh	0	-1	-5	1	2	4	2	-3	-4	2
Rpn11 block	i	i	i	i	i	i	i	i	i	i
CSN deneddyl inh	1	9	2	-3	-5	-5	3	4	-4	-1
NadD block	-2	2	0	-1	2	2	-2	-1	0	0
STEP inh	1	2	-1	-3	2	-4	0	-3	13	1

[41] COc1ccc(CNC(=O)CSc2ncn[nH]2)cc1OC
[42] C=C1CN(Cc2ccccc2)S(=O)(=O)c2ccccc21
[43] O=C(NC1(C(F)(F)F)NC(=O)N(Cc2ccccc2)C1=O)c1cccnc1 (stereo not given)
[44] CC(=O)C(Cc1ccccc1)NC(=O)COc1ccc2c(c1)OCO2 (stereo not given)
[45] Cc1nn(-c2ccccc2)c(N)c1Sc1ccc([N+](=O)[O-])cc1
[46] COc1ccc2c(c1OC)C(=O)OC2CC(=O)c1ccc(O)c(O)c1 (stereo not given)
[47] O=c1oc2ccccc2nc1/C=C(O)/C=C\c1ccccc1
[48] CN(C(=O)c1ccc(NC(=O)Cc2cccc(NC(=O)C3CCCN(C(=O)C4CC4)C3)c2)cc1)C1CCCC1 (stereo not given)
[49] CCCCOCCCNCC(=O)Nc1ccc(S(N)(=O)=O)cc1

Screen / compound no.	41	42	43	44	45	46	47	48	49
Neddyl block	i	i	i	i	i	i	i	i	i
SUMO1 PPI mod	-2	2	4	2	-27	11	6	2	-2
Scp1 inh	6	95*	3	-7	-5	0	-4	-6	-8
LMPTP inh	-0.3	2.5	0.9	-0.5	0.3	-1.4	1.1	-0.2	1.7
DNMT1 inh	0	12	0	1	-1	10	-5	1	3
Rin1 Abl inh	2	4	0	1	-3	-1	-1	4	2
Rpn11 block	i	i	i	i	i	i	i	i	i
CSN deneddyl inh	-1	-3	6	-1	-7	0	2	4	-4
NadD block	-1	42*	-4	-3	-4	4	4	5	-5
STEP inh	0	-1	-2	0	2	4	-2	-3	-2
